TWEAK-Fn14 inh = TWEAK-Fn14 signaling inhibition; TWEAK-stimulated Fn14 reporter cells, luciferase luminescence, 8 h; inhibition, % at 10 µM; hit rate 2% among 360,000; in the data active = inhibition above about 50%
SRC3 inh = human NCOA3 inhibition; hit rate 0.17% among 360,000; Q9Y6Q9; HEK293 GAL4-SRC3 luciferase reporter, luminescence; AID 588352; inhibition, % at 3.6 µM;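 active = inhibition above a per-campaign cutoff, the mean of all compounds plus 3 SD, cut at about 60% in these data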;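 note: 0% = DMSO-treated cells and 100% = gossypol-treated cells at 36 µM; higher means less SRC3-driven luciferase light from the GAL4 reporter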
NR5A2 inv ag = inverse agonists of human LRH-1 (NR5A2). hit rate 0.13% among 360,000. inhibition, % at 3.6 µM. HEK293T StAR-luciferase reporter, LRH-1 transfected, 24 h;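 active = inhibition above the mean inhibition of all tested compounds plus 3 SD, cut at about 73% in these data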;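 note: 0% = DMSO wells and 100% = reporter-only cells lacking LRH-1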
Target sequence (O00482 whole entry, looked up): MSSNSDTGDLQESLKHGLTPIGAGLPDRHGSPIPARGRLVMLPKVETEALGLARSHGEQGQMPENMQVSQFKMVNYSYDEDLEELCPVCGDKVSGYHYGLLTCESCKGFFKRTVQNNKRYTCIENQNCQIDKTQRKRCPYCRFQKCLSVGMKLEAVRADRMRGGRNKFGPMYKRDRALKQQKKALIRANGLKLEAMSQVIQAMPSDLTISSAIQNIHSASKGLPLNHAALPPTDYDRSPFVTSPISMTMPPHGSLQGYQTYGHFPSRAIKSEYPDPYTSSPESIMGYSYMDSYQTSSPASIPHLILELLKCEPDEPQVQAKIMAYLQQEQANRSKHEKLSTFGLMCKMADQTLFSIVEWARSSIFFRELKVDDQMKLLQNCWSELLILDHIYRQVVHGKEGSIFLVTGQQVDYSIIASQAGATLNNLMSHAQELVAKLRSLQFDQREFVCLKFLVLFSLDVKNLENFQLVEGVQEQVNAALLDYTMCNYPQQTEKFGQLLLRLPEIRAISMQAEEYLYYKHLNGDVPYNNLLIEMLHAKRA
SRC1 inh = inhibitors of human steroid receptor coactivator 1 (SRC1); Q15788; HEK293 GAL4-SRC1 luciferase reporter, luminescence; inhibition, % at 3.6 µM; hit rate 0.12% among 360,000;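 active = inhibition above the campaign mean plus 3 SD, with each screening campaign given its own cutoff, cut at about 60% in these data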;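 note: 0% = DMSO treated cells and 100% = gossypol at 36 µM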
TROY NFkB inh = TROY signaling inhibition | hit rate 0.98% among 360,000 | inhibition, % at 10 µM | AID 1347056 | Q293 LMP1-TROYcd NF-kB luciferase reporter, 4 h;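 active = compounds whose plate-normalised and pattern-corrected inhibition of the luciferase reporter signal at the single screening dose is 50% or more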
KKLEB tox = CF airway cell cytotoxicity counter-screen; KKLEB CF airway cells viability, ATPlite luminescence, overnight; hits give low values; cells stimulated with P. aeruginosa culture filtrate; activity change (cytotoxicity), % at 5 µM; hit rate 0.36% among 360,000;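 active = corrected activity change at or below -50% at 5 µM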
CF NFkB block = blocks PAF-induced NF-kB reporter in cystic fibrosis cells. KKLEB NF-kB-GFP reporter, GFP fluorescence overnight. inhibition, % at 5 µM. hit rate 0.86% among 360,000;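 active = at least 50% inhibition at 5 µM, scaled per plate between neutral and stimulator controls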;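 note: PAF is a Pseudomonas aeruginosa culture filtrate used as stimulus; plate controls were PAF-stimulated DMSO wells for no effect and unstimulated DMSO wells for full effect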
NR2F2 inh = blocks human COUP-TFII nuclear receptor. P24468. HEK293T NGFI-A luciferase reporter, luminescence. AID 686940. inhibition, % at 8.6 µM. hit rate 0.7% among 370,000;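 active = inhibition above a per-plate cutoff, mean inhibition of test wells between control levels plus 3 SD, cut at about 38% in these data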;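 note: cells cotransfected with COUP-TFII expression vector driving the NGFI-A reporter; 0% = median of COUP-TF2 test wells and 100% = reporter-only cells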
Target sequence (P24468 whole entry, looked up): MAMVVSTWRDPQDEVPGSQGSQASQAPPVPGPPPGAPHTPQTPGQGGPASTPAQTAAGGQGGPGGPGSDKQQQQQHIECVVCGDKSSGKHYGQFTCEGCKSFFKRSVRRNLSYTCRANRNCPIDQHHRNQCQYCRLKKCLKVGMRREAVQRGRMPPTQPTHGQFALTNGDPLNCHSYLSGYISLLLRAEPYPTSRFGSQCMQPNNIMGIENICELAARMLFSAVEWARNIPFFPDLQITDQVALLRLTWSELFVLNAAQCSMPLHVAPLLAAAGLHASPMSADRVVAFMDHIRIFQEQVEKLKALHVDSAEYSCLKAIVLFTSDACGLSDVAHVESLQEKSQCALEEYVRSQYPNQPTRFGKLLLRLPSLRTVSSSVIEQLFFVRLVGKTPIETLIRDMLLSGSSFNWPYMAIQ
SRC2 inh = human SRC2 (NCOA2) inhibition. Q15596. HEK293 GAL4-SRC2 luciferase reporter, luminescence. inhibition, % at 9 µM. hit rate 0.17% among 370,000;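 active = inhibition above the mean inhibition of all tested compounds plus 3 SD, set per campaign, cut at about 52% in these data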;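 note: 0% = DMSO treated cells and 100% = cells given Gossypol at 36 µM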
EBV LMP1 NFkB = Epstein-Barr LMP1 NF-kappaB reporter inhibition; LMP1-induced NF-kappaB luciferase reporter cells, luminescence; inhibition, % at 12.5 µM; AID 504558; hit rate 0.69% among 350,000; in the data active = inhibition above about 41%;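 note: 0% = neutral control wells and 100% = reference inhibitor control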
C8 TRAIL sens = sensitizes caspase-8 expressing cells to TRAIL; inhibition (viability loss, TRAIL sensitization), % at 10 µM; NB7+C8 cells + TRAIL, ATPlite viability luminescence; AID 624354; hit rate 1% among 360,000;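 active = compounds causing at least 50% loss of cell viability in the single-dose screen, relative to plate controls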
Starred values were filed as active, the others as inactive; x = not tested or not shown. An unsorted share of the library; overall some 4.2% were active at least once.

#	compound	TWEAK-Fn14 inh	SRC3 inh	NR5A2 inv ag	SRC1 inh	TROY NFkB inh	KKLEB tox	CF NFkB block	NR2F2 inh	SRC2 inh	EBV LMP1 NFkB	C8 TRAIL sens
1	O=C1CCN(Cc2cccnc2)CCN1[C@H](CO)Cc1ccccc1	-7	-25	-3	-7	0	7	-19	10	-11	1	3
2	CSCCC(NC(=O)OC(C)(C)C)C(=O)Oc1ccc2c(=O)c(-c3ccc4c(c3)OCCO4)coc2c1 (stereo not drawn)	49	-152	-149	-113	-12	0	8	-35	-61	-14	56*
3	Cc1ccc(N(CC(=O)NCC2CCCO2)C(=O)CNS(=O)(=O)c2ccc(Cl)cc2)cc1 (stereo not drawn)	7	3	-6	-12	11	-17	7	-4	-4	3	-9
4	COC(=O)[C@]1(C)N[C@H](CN(C)S(=O)(=O)c2ccc(F)cc2)[C@@H]2C(=O)N(Cc3ccccc3)C(=O)[C@@H]21	13	x	x	x	-9	0	-3	-1	5	-4	-11
5	CC(C)(C)c1nnc2sc(SCC(=O)NCc3ccco3)nn2c1=O	17	6	-6	-11	-16	-1	-16	-1	1	-3	-25
6	NNc1nc2ccc(F)cc2s1	1	-41	-52	-106	15	6	0	-23	-33	-27	8
7	CNC(=O)c1ccccc1Sc1ccccc1C#N	9	-2	10	-4	-10	9	4	-4	0	-4	-1
8	Cn1ccc(NC(=O)Nc2ccc(Cl)cc2)n1	-13	-8	-36	-35	-19	20	-1	-10	-7	3	-14
9	O=C(O)/C(=C\c1ccccc1OC(F)F)c1ccc(-c2ccccc2)cc1	15	-38	6	-36	-5	10	-18	8	-11	-16	1
10	COc1ccc(CCN(C)C(=O)CNC(=O)Cc2cccc3ccccc23)cc1OC	-14	9	2	-22	-2	4	13	-9	-34	1	-16
11	COc1cc(OC)cc(C(=O)NC(C(=O)NNC(=O)c2ccc(C)cc2)C(C)C)c1 (stereo not drawn)	-8	2	4	1	-45	10	5	10	-14	-3	-2
12	Cn1c(CN2CCCCC2)nc2cc([N+](=O)[O-])ccc21	15	3	-35	3	-13	5	-10	4	-25	13	1
13	COc1cc(NC(=O)c2ccco2)c(OC)cc1NC(=O)CSc1ncc(-c2ccc(F)cc2)[nH]1	20	21	3	1	19	0	-13	-4	-6	7	-1
14	OC(COCCOc1ccc(Br)cc1)CN1CCCCC1 (stereo not drawn)	-2	13	0	4	-4	2	9	-20	-4	-8	10
15	CCOC(=O)CCSc1nc(-c2ccccc2)cc(C(F)(F)F)n1	7	5	19	9	-6	-8	11	-9	-34	0	7
16	CCOc1ccccc1C(=O)Nc1nnc(SCC(=O)N2CCOCC2)s1	-6	5	1	11	-12	-2	-1	11	-2	3	-2
17	O=C(/C=C\c1ccc(-c2cccc([N+](=O)[O-])c2)o1)N1CCOCC1	-35	-61	-50	-55	-27	-11	-3	-43	-117	-23	-3
18	Cc1ccc(NC2c3ccccc3C(=O)N2c2cccnc2)cc1 (stereo not drawn)	12	-8	-1	-5	6	-7	12	-21	-24	-10	18
19	Cc1ccc(C)n1-n1cnc2sc(-c3ccccc3)cc2c1=O	-16	-28	-40	-6	-23	0	-15	-4	-18	-14	12
20	COc1cc(OC)cc(C(=O)NC2CCCCCCC2)c1	-7	-2	0	6	-23	-20	2	9	-36	3	5

Whole records, quoted from the list. Values in the order: TWEAK-Fn14 inh, SRC3 inh, NR5A2 inv ag, SRC1 inh, TROY NFkB inh, KKLEB tox, CF NFkB block, NR2F2 inh, SRC2 inh, EBV LMP1 NFkB, C8 TRAIL sens
OC(COCCOc1ccc(Br)cc1)CN1CCCCC1 (stereo not drawn) reads -2, 13, 0, 4, -4, 2, 9, -20, -4, -8, 10
CCOC(=O)CCSc1nc(-c2ccccc2)cc(C(F)(F)F)n1 reads 7, 5, 19, 9, -6, -8, 11, -9, -34, 0, 7

Continuation:
#	compound	TWEAK-Fn14 inh	SRC3 inh	NR5A2 inv ag	SRC1 inh	TROY NFkB inh	KKLEB tox	CF NFkB block	NR2F2 inh	SRC2 inh	EBV LMP1 NFkB	C8 TRAIL sens
21	Cc1ccccc1N1C(=O)C2C3C=CC(CC3)C2C1=O (stereo not drawn)	-5	7	15	-6	14	-5	9	11	-9	4	-5
22	COc1ccc(C(=O)c2c(C(F)(F)F)oc3c2C(=O)c2ccccc2C3=O)cc1OC	58*	32	2	9	51*	-65*	88*	43*	13	24	95*
23	Cc1ccc(S(=O)(=O)NCCc2cccs2)cc1	-11	-7	15	5	-5	-1	3	-1	1	1	-29
24	Cc1cc(C)nc(/N=C2\NC(=O)CC(C(=O)O)N2c2ccc(C)c(C)c2)n1 (stereo not drawn)	13	-8	-12	2	0	3	-4	-3	0	-5	-7
25	COc1cc(S(=O)(=O)Nc2ccc3nc(C)sc3c2)ccc1NC(C)=O	8	7	-1	1	-4	-8	-9	18	-16	7	15
26	CC(C)Cc1ccc(C(C)C(=O)N2CCOCC2)cc1 (stereo not drawn)	17	-4	-12	7	7	12	-12	9	18	-3	10
27	O=C(Nc1cccc(F)c1)C1CC(=O)N(c2ccc(Cl)cc2)C1 (stereo not drawn)	7	12	0	-5	1	-15	-18	8	-3	12	-1
28	O=C(C1=NN[C@@H]2C(=O)N(c3cccc(F)c3)C(=O)[C@H]12)c1cnccn1	3	-25	-7	-7	-11	13	2	-10	6	-11	1
29	CCN(CC)S(=O)(=O)c1ccc(OC)c(NC(=O)C2CC(=O)N(c3ccc(C)cc3)C2)c1 (stereo not drawn)	9	-9	1	-2	7	3	-9	21	2	-3	-4
30	COc1ccccc1/C=C(/C#N)C(=O)O	6	4	-10	8	1	3	-3	-15	-12	16	-30
31	COc1ccc(C(CC(=O)NCC(OC)OC)NS(=O)(=O)c2ccc(Cl)cc2)cc1 (stereo not drawn)	6	5	3	-2	-5	6	1	0	4	8	15
32	COc1ccc(CNC(=O)CCSCc2cccc(Cl)c2)cc1	-11	16	-1	9	5	9	-1	15	9	2	-2
33	Cc1cc(C)nc(N(C#N)CN2C(=O)c3ccccc3S2(=O)=O)n1	7	-3	-14	-13	9	9	-2	-21	2	-2	-1
34	CC1(C)CC(=O)C2=C(C1)C(c1cn(-c3ccccc3)nc1-c1ccccc1)C(C#N)=C(N)O2 (stereo not drawn)	-2	1	1	-9	-17	-1	10	-7	-2	4	-4
35	CCc1nc(N2CCN(S(=O)(=O)c3ccc(Br)cc3)CC2)c2c(C)c(C)sc2n1	-1	1	-19	-6	-3	13	-16	-11	-2	-13	3
36	CS(=O)(=O)N1CCN(c2ccc(NC(=O)c3cccnc3Cl)cc2)CC1	-6	-15	6	-11	19	-1	-2	8	-8	-8	5
37	COc1ccc(CNC2CCN(Cc3ccccc3)CC2)cc1	0	1	-13	3	-5	-3	-7	-19	-8	12	-5
38	CCNC(=S)Nc1ccc(OC(F)(F)F)cc1	-9	20	12	-3	-15	8	-9	16	20	10	-1
39	Cc1ccnc(NC(=O)c2ccc(S(=O)(=O)c3ccccc3)cc2)c1	6	12	-25	3	-30	-4	1	17	-15	15	-2
40	CCCC(c1nnnn1CC1CCCO1)N1CCN(c2cc(Cl)ccc2C)CC1 (stereo not drawn)	-32	8	-8	15	-5	-8	15	12	32	-4	6
41	O=C(OCCOCn1cc(Br)c(=O)[nH]c1=O)c1ccccc1	5	6	6	3	-1	-4	-2	31	3	x	-11
42	COc1ccccc1N(C(=O)c1csnn1)C(C(=O)NC1CCCC1)c1ccccc1 (stereo not drawn)	-18	-1	3	-7	17	4	-7	-13	-19	-1	8
43	O=C(Cn1nc(Cc2ccncc2)c2ccccc2c1=O)N1CCN(C(=O)c2ccco2)CC1	0	18	6	7	-2	0	19	-6	-39	-7	-3
44	Cc1c(C)c2ccc(OCC(=O)N[C@@H](Cc3c[nH]c4ccccc34)C(=O)O)cc2oc1=O	-6	17	-4	-7	6	17	-20	-2	6	7	-4
45	CCNC(=O)C1(C)CCCN(C(=O)c2ccnc(Cl)c2)C1 (stereo not drawn)	-3	1	-1	-20	-8	9	6	4	-30	x	3
46	Cc1ccc(Nc2ncccc2C(N)=O)cc1	-21	-101	-93	-97	-63	25	-15	-23	-63	-42	0
47	CCSc1nnc(NC(=O)c2c(C)noc2C)s1	-9	-8	0	-7	-48	-14	21	-11	-4	-9	-17
48	CCc1ccc(NC(=O)c2ccc(NC3=NC4CS(=O)(=O)CC4S3)cc2)cc1 (stereo not drawn)	-7	-32	-12	-11	-33	2	0	-22	-21	-8	8
49	COc1ccc(C(=O)Nc2cccc3c2C(=O)NC3=O)cc1S(=O)(=O)N1CCOCC1	-7	3	-5	4	-20	-2	-8	1	10	18	-24
50	Cc1ccc(NC(=O)CSc2ccc(-c3cccnc3)nn2)cc1Cl	-1	9	-2	-12	7	-4	-1	8	6	3	-8
51	O=C(O)CCN1C(=O)NC2(CCCC2)C1=O	-7	5	10	-4	-11	-2	1	-12	3	-1	20
52	CC(C)N1CC(C(=O)Nc2ccccc2)CC1=O (stereo not drawn)	-6	-9	-15	-1	-1	-10	-2	-7	-15	8	-10
53	CCc1noc(C)c1C(=O)Nc1cc(S(=O)(=O)N2CCOCC2)ccc1OCC(F)(F)F	-2	5	-7	-16	-6	5	0	6	-10	7	12
54	CC(=O)c1ccc(OC(=O)Oc2ccc(C(C)=O)cc2)cc1	15	-9	-7	-4	23	-12	33	-3	-23	-7	3
55	CCn1cc(C(=O)NCC(=O)NC(C)(C)CO)c(=O)c2cc3c(cc21)OCO3	-2	-1	-1	2	-12	-9	2	4	-10	-4	-17
56	CNc1oc(-c2cccc3ccccc23)nc1C#N	-21	-10	-80	13	-13	6	-35	-16	-22	-3	2
57	O=C1CC(N2CCN(c3ccc(F)cc3)CC2)C(=O)N1c1ccccc1 (stereo not drawn)	15	6	0	4	7	3	2	14	9	8	-5
58	O=C(Cc1cc(=O)[nH]c(=O)[nH]1)NCc1ccc(Cl)cc1	0	-11	6	-1	-2	-18	9	-7	17	-5	14
59	CS/C(=N/S(=O)(=O)c1ccc(C)cc1)c1ccccc1	48	29	3	19	-6	-2	6	9	-5	4	-4
60	COc1ccc(-n2nc(C(=O)NCc3cc(OC)ccc3OC)c3c4ccccc4n(C)c3c2=O)cc1	-19	7	-1	3	4	8	-12	14	22	0	-9
61	CC(=O)c1c(C)[nH]c(C(=O)COC(=O)CCOc2ccc(C)cc2)c1C	13	3	30	-2	18	-6	8	-4	-19	2	-10
62	Cc1nc2sccn2c(=O)c1Cl	10	-3	-11	3	9	-2	5	-4	-10	9	7
63	COc1ccc(-c2c(C#N)c(N)nc3c2CCCC3)cc1OC	12	8	-18	-12	6	-14	16	-7	-4	6	-10
64	CC(C(=O)OCC(=O)Nc1ccc(S(N)(=O)=O)cc1)N1C(=O)c2ccccc2C1=O (stereo not drawn)	-3	0	-11	-1	-1	-12	22	5	-25	3	-6
65	Cn1c(/C=N/O)nc2ccccc21	-10	-3	3	-13	-21	1	-20	-14	11	-6	-11
66	O=C(NCc1ccc(Cl)cc1)C(=O)NCC(c1ccco1)N1CCOCC1 (stereo not drawn)	41	9	-23	5	0	-7	-13	-32	28	4	-1
67	CC(C)c1ccc(NC2CCCN(C(=O)c3ccoc3)C2)cc1 (stereo not drawn)	-2	-14	-6	-3	-12	3	-2	-3	-17	-6	13
68	Cn1cnc([N+](=O)[O-])c1Sc1nc(N)nc2c1ncn2Cc1ccccc1	27	1	8	-22	7	3	40	-4	-14	11	6

Screening results deposited in PubChem by several laboratories.
